# 12-LOX inh – ALOX12 (human) lipoxygenase inhibition; purified 12hLO, xylenol orange hydroperoxide absorbance; Potency, µM (titrated, usually from 108 µM), for the others: at the highest dose activity change, negative = inhibition, actives largely listed as inhibitors; 580,000 tested, 1.1% active; AID 1671190; note: potency is the fitted concentration of half-maximal effect; % is set by controls: 0 for no effect and ±100 for the full control effect
#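 Purified human 12hLO (150 nM final) in 25 mM Hepes, 0.01% Triton X-100, pH 7.0 was preincubated 15 min at room temperature with compound. Then 40 uM arachidonic acid was added, 30 min. Hydroperoxide was read by Fe-XO absorbance ratio 573/405 nm.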
# G9a block – blocks human histone lysine methyltransferase G9a. Q96KQ7. G9a H3K9 monomethylation, AlphaScreen, 2 h. Potency, µM (series often up to 102 µM), for the others: at the top dose activity, negative = inhibition, actives largely listed as inhibitors. 350,000 tested, 8.8% active. AID 504332; note: potency is the fitted concentration of half-maximal effect; % is set by controls: 0 for no effect and ±100 for the full control effect; nearly all actives have a fitted effect of over 75% in size
#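 AlphaScreen read-out: biotin-H3K9 peptide (500 nM) methylation by 20 nM enzyme with 20 uM SAM, 2 h at room temperature after 15 min compound preincubation; anti-monomethyl H3K9 antibody plus donor/acceptor beads, 10 min dark.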
# PI4K2A block – inhibitors of human PI4K2A; AID 1346378; Q9BTU6; activity change, negative = inhibition, % at 76.9 µM; purified PI4K2A, ADP-Glo luminescence, 1 h; stronger effect = lower value; 420,000 tested, 0.13% active; in the data active = activity change below about -50%; inconclusive = mostly about -30% to -49%;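 note: -100% = wells without enzyme as full effect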
#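 ADP-Glo luminescence measured ADP generated by PI4K2A enzyme (4 ug/mL before mixing) with 1.2 mM PI substrate (pre-mix) and 300 microM ATP (pre-mix). Tris pH7.5 buffer with MgCl2, Triton X-100; 1 h reaction at ambient temperature.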
# ERG-DNA inh – blocks human ERG Ets domain binding to DNA. Potency, µM (series often up to 76.9 µM), inactives show at the highest dose FP activity, negative = inhibition, most hits filed as inhibitors. AID 624246. P11308. 370,000 tested, 0.028% active. fluorescence polarization, His-ERG Ets domain / labelled DNA; active = well fitted inhibition curve with a large enough effect in the polarisation, with a control signal flat; inconclusive = small, poorly fitted or top-dose-only effect, or effect the other way, or a change in a side signal; inactive = no such curve, though single readings can be large or run the other way; the % refers to the polarisation;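 note: polarization taken with two DNA probes labelled with fluorescein and Texas red; potency is the fitted concentration of half-maximal effect; % of control where 0% means no effect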
# Target sequence (P11308 whole entry, looked up, the tested form may be a part): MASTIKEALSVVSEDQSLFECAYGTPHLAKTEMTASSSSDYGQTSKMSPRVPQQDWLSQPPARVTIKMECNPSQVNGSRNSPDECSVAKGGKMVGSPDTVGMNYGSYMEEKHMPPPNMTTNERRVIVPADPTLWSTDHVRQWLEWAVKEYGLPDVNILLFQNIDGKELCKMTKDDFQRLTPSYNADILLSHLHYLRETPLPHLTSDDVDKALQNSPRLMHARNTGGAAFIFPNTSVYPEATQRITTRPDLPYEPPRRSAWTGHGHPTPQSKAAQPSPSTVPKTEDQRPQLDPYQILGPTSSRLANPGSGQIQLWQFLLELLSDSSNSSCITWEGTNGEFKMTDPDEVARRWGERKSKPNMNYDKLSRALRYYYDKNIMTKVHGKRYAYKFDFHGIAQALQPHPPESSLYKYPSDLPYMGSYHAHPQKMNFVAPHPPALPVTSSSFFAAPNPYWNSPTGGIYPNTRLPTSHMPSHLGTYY
#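 His-tagged ERG Ets domain (1 uM in the protein solution; 300mM KCl, 50mM Tris-HCl, 1mM EDTA, 1mM DTT, pH 7.5) received compound, then a probe mix of 5 nM fluorescein-DNA and 100nM Texas-615-DNA. Fluorescence polarization was read for both dyes.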
# BAZ2B inh – blocks human BAZ2B; Q9UIF8; AlphaScreen BAZ2B-H3K14Ac peptide displacement; Potency, µM (series often up to 114 µM), without a hit: top-dose activity change, negative = inhibition, actives largely listed as inhibitors; 360,000 tested, 4.4% active; AID 504333; note: potency is the fitted concentration of half-maximal effect; % is set by controls: 0 for no effect and ±100 for the full control effect; nearly all actives have a fitted effect of over 60% in size
#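 Multi-concentration screen (max 110 uM) measuring displacement of acetylated histone H3 peptide from BAZ2B by AlphaScreen, using 50 nM protein, 50 nM peptide and 10 ug/mL streptavidin donor plus Ni-chelate acceptor beads.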
# JMJD2A Tudor inh – blocks the human JMJD2A Tudor domain | AlphaScreen JMJD2A-Tudor / H3K4me3 peptide binding | 390,000 tested, 4.4% active | Potency, µM (top dose mostly 114 µM), for the others: at the highest dose activity change, negative = inhibition, most hits filed as inhibitors | AID 504339 | O75164; note: potency is the fitted concentration of half-maximal effect; % is set by controls: 0 for no effect and ±100 for the full control effect; nearly all actives have a fitted effect of over 50% in size
# HP1b binding inh – inhibitors of HP1-beta chromodomain binding to methylated histone tails | AlphaScreen HP1-beta / biotin-H3K9me3 peptide binding | Potency, µM (top dose mostly 114 µM), for the others: at the top dose activity change, negative = inhibition, actives largely listed as inhibitors | 390,000 tested, 0.56% active; note: potency is the fitted concentration of half-maximal effect; nearly all actives have a fitted effect of over 70% in size; inactives centre near 23
# Target sequence (P83916 whole entry, looked up): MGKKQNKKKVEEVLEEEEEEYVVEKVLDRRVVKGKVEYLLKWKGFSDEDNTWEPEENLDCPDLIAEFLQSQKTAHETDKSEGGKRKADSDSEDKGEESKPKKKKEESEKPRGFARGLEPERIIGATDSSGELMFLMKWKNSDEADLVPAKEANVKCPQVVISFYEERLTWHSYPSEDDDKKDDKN
#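 AlphaScreen: HP1-beta (50 nM) preformed 30 min with biotin-H3(1-18)K9me3 peptide (50 nM) in PBS pH 7.4, 0.01% Tween-20. Compound added for 30 min at RT, then streptavidin donor/nickel chelate acceptor beads (10 ug/mL) for 30 min.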
# RGS4 inh – inhibitors of human regulator of G protein signaling 4 | Transcreener GDP fluorescence polarization, RGS4-accelerated GTP hydrolysis | 390,000 tested, 0.039% active | P49798 | Potency, µM (highest dose often 114 µM), inactives show at the top dose activity change, negative = inhibition, hits mostly inhibitors; note: potency is the fitted concentration of half-maximal effect; % is set by controls: 0 for no effect and ±100 for the full control effect; nearly all actives have a fitted effect of over 75% in size; some results filed as inactive show a strong effect at the top dose
# Target sequence (P49798 whole entry, looked up): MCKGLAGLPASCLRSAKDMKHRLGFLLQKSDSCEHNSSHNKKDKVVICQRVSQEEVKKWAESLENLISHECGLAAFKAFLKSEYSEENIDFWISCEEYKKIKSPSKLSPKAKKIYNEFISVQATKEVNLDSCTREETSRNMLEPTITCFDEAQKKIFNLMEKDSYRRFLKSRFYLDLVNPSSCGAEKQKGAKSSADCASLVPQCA
#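 MLSMR compounds (23 nl, pin-transferred) preincubated 10 min at room temperature with a 500nM (2x) first reagent, then RGS4 at 900nM (2x) plus Transcreener GDP mix added; fluorescence polarization (620/688 nm) read before and after 90 min at 30 °C.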
# GLS inhibitor – inhibitors of human glutaminase (GLS); O94925; GLS enzymatic activity, qHTS titration; Potency, µM (doses to about 45.5 µM), for the others: top-dose activity change, negative = inhibition, most hits filed as inhibitors; 410,000 tested, 0.21% active; AID 624170; note: potency is the fitted concentration of half-maximal effect; % is set by controls: 0 for no effect and ±100 for the full control effect
#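 Read-out is an Amplex red fluorescence increase coupled through glutamate oxidase and HRP, measured before and after 30 min room-temperature incubation. hKGA is in 45 mM KH2PO4 (pH 8.2) with 0.02% Tween-20; glutamine added as 1mM solution.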
# The depositor's hits bear a star; ? = inconclusive; · = not tested or not shown; & = joins results of further samples; [ ] = remark or other dose. Unless noted, calls come from the whole dose curve; as a rule, active = well fitted curve in the direction sought with a large enough effect; inconclusive = small, poorly fitted or top-dose-only effect, or another doubt; inactive = no such curve, though single readings can be large; an effect the other way counts as inactive or inconclusive.
SMILES,12-LOX inh,G9a block,PI4K2A block,ERG-DNA inh,BAZ2B inh,JMJD2A Tudor inh,HP1b binding inh,RGS4 inh,GLS inhibitor
Cc1ccccc1-c1noc(-c2ccc(N3CCOCC3)c([N+](=O)[O-])c2)n1,-24%,-35%[59 µM],-18,4%,-15%,-2%,45%[activator],-6%,-1%
COc1nnc(-c2ccc(C)c(S(=O)(=O)NCCO)c2)c2ccccc12,4%,-25%[59 µM],-1,8%,28%,-13%,14%,-1%,17%
CCc1cccc(NC(=O)c2nc(-c3ccncc3)no2)c1,0%,-36%[59 µM],-4,-3%,-29%,-16%,33%,18%,3%
CCCn1c(C)cc(-c2csc(NC(=O)CCc3nc4ccccc4c(=O)[nH]3)n2)c1C,-23%,25µM*,-10,2%,-2%,-14%,19%,-22%,-23%
Cc1cc(NC(=O)C23CCC(C)(C(=O)O2)C3(C)C)no1 (stereo unspecified),-4%,30%[12.7 µM],-7,-10%,9%,-5%,13%,-6%,2%
Cc1cc(C(=O)Nc2cc(C)n(Cc3ccc(Cl)cc3)n2)no1,10%,-5%[59 µM],-1,-5%,-6%,-11%,42%[activator],7%,1%
O=C(Nc1ccccc1)C1=C(O)CC(c2ccc(Cl)cc2)N2CCN=C12 (stereo unspecified),-10%,-9%[59 µM],6,-9%,0%,-14%,27%,21%,-1%
Cc1cc2cc(CN(CC3CCCO3)C(=S)NCc3ccco3)c(=O)[nH]c2cc1C (stereo unspecified),-25%,?,-5,-1%,?,?,-40%,-37%,13%
COc1cccc(N2CC(C(=O)Nc3nnc(SCC(=O)N4CCCC4)s3)CC2=O)c1 (stereo unspecified),2%,?,-1,-1%,-16%,-15%,13%,-33%,-4%
CCC(Sc1nc2ccccc2c2nc(CCc3c(C)n[nH]c3C)nn12)C(=O)Nc1ccc(OC)cc1 (stereo unspecified),-4%,0%[59 µM],0,8%,-11%,-18%,21%,-24%,-2%
CCC(=O)N1c2ccc(S(=O)(=O)N3CCN(C)CC3)cc2CC1C (stereo unspecified),0%,-14%,0,6%,3%,24%,25%,36%,10%
O=C(O)c1ccc(COc2ccccc2[N+](=O)[O-])o1,-23%,13%[59 µM],-3,-15%,-4%,-32%,20%,-15%,0%
Nc1c(C(=O)Nc2ccc(OC(F)(F)F)cc2)sc2nc(-c3ccncc3)ccc12,-16%,?,-3,-1%,1%,-1%,49%[activator],-29%,7%
COc1ccc(CNc2c(CO)cnc3c2cnn3C)cc1,-7%,25%[12.7 µM],0,7%,-16%,-14%,36%,-9%,4%
CCn1c2ccccc2c2cc(NC(=O)c3ccccc3-c3ccccc3C(=O)O)ccc21,-80%,?,-6,-6%,-18%,-23%,12%,-13%,2%
O=C(O)c1oc2ccc(Br)cc2c1-n1cccc1,-10%,?,-3,2%,-12%,-28%,11%,11%,1%
COc1ccc(S(=O)(=O)N2CCCCC2)cc1,8%,25%[59 µM],20,3%,10%,-4%,37%,12%,8%
CCN(CC(=O)NC1CCS(=O)(=O)C1)C(C)C(=O)Nc1ccc(F)cc1 (stereo unspecified),-25%,3%[2.33 µM],-6,15%,-5%,3%,66%[activator],-34%,-2%
CCCCN(CCCC)CCNC(=O)CN1C(=O)COc2ccc(S(=O)(=O)N3CCC(C)CC3)cc21,-5%,13%,1,0%,-10%,-22%,-1%,-10%[11.4 µM],2%
COc1ccccc1NC(=O)CN(Cc1ccccc1)S(C)(=O)=O,-16%,?,-4,2%,0%,4%,11%,32%,3%
CC(C)c1ccc(OC(=O)c2cccc(S(=O)(=O)N3CCN(C)CC3)c2)cc1,-85%,20µM*,1,22%,?,?,-10%,-9%,0%
CCOc1ccc(-n2c(C)nc3cc(C(=O)NCCCN4CCOCC4)ccc32)cc1,14%,1%[0.501 µM],-5,-1%,-13%,-9%,14%,-20%,4%
Cn1c(=O)c(-c2ccccc2[N+](=O)[O-])c(Cl)c2ccccc21,0%,·,-3,-5%,?,-9%,27%,10%,17%
C=CC1(C)CN(Cc2ccco2)S(=O)(=O)c2c(F)cccc2O1 (stereo unspecified),-23%,·,-2,-4%,·,-17%,30%,6%,-3%
O=S1(=O)CC(O)C(NCc2ccco2)C1 (stereo unspecified),-17%,-10%[59 µM],3,7%,0%,7%,16%,26%,-4%
CCOc1ccc(S(=O)(=O)Nc2ccc3c(c2)c(C(C)=O)c(C)n3S(=O)(=O)c2ccc(OCC)cc2)cc1,-25%,?,-4,23%,-9%,-24%,16%,5%,7%
CCN1C(=O)c2cccc3c(NC(=O)C4CCCCC4)ccc1c23,15%,-5%,2,5%,5%,-2%,29%,-8%,2%
COc1ccc(CNCc2ccc3c(c2)OCO3)c(OC)c1OC,?,45µM*,7,2%,-31%,0.79µM*,?,0%,4%
COC(=O)c1ccc(S(=O)(=O)N(CCO)Cc2ccccc2)n1C,0%,11%,1,-13%,-2%,-3%,20%,19%,-15%
CCCNc1nc(-c2ccccc2)c(C(=O)OCC)cc1C#N,-9%,54%[activator][59 µM],-1,-2%,154%[activator],136%[activator],203%[activator],22%,19%
COc1cc2c(cc1OC)C(COc1ccc([N+](=O)[O-])cc1)NCC2 (stereo unspecified),-17%,-13%,3,2%,-16%[57.1 µM],-18%,22%,0%,-7%
COc1ccc(Nc2oc(COc3ccccc3OC)nc2C#N)cc1,-6%,?,-3,2%,?,?,-4%,-20%,0%
O=C1OCCC1Sc1nnc(-c2ccccc2Br)n1Cc1ccccc1 (stereo unspecified),-8%,-10%[59 µM],5,-5%,2%,-11%,15%,-1%,5%
CCNc1ccc(S(=O)(=O)N(C)C)cc1NCC(=O)Nc1ccc(Br)cc1F,-7%,14µM*,-4,21%,?,?,-28%,-51%,10%
O=C(N/N=C/c1c[nH]c2ccc(Br)cc12)C1CC1,1%,-34%,8,-1%,-14%,-3%,19%[57 µM],-2%,-1%
CCOC(=O)c1ccccc1NC(=O)NCc1cccn1Cc1ccc(F)cc1,6%,16%[59 µM],3,0%,-19%,0%,50%[activator],-5%,-4%
CCOc1ccccc1CNC(=O)CN1C(=O)CCc2cc(S(=O)(=O)N3CCCCC3)ccc21,-23%,33%[59 µM],-1,-3%,-28%,-2%,36%,-21%,7%
CCCc1nc2ccccc2c(=O)n1/N=C/c1c(C)[nH]n(-c2ccc(C)cc2)c1=O,0%,0%[59 µM],-15,7%,6%,-22%,35%,?,-9%
COc1ccc(N(CC(=O)NCc2ccc(F)cc2)C(=O)CCC(=O)Nc2nccs2)cc1,-6%,11%,4,8%,8%,-5%,40%,-19%,-2%
CCOC(=O)CNC(=O)N1CCCC(C(=O)c2ccc3c(c2)OCO3)C1 (stereo unspecified),-8%,10%,-5,4%,-4%,-3%,55%[activator],12%,1%
CCn1nc(NS(=O)(=O)c2ccc([N+](=O)[O-])cc2)c2cc3ccccc3nc21,-15%,45µM*,0,-3%,?,-31%,32%,4%[11.4 µM],-14%
CC(=O)N/C(=C\c1ccccc1)C(=O)OCC(=O)N(C)C1CCCCC1,-19%,28%[59 µM],-1,·,-1%,-5%,30%[activator],10%,7%
COc1cccc(NC(=O)CN(C)CC(=O)Nc2ccc(C)c([N+](=O)[O-])c2)c1,0%,?,8,-4%,?,?,?,9%,0%
O=C1N[C@H](Cc2ccccc2)COC(=O)[C@H](Cc2ccc(F)cc2)CC/C=C/C[C@@H]1CC(=O)N(CCO)Cc1ccccc1,-12%,·,-2,14%,·,-34%,-8%,-6%,-1%
C#CCNC(=O)C1=C[C@@H](c2ccccc2)[C@H](CCCO)[C@@H](OCC)O1,?,26%[12.7 µM],-1,2%,7%,4%,20%,4%,2%
COc1ccc(CCNC(=O)c2ccc(=O)[nH]n2)cc1OC,41%[activator],-5%[59 µM],-4,-7%,9%,9%,43%[activator],-12%,-7%
Cc1ccc(NC(=O)c2ccc(-c3nn(C)c(=O)c4ccccc34)cc2)c(C)c1,-7%&-14%,-19%,10,-2%,-10%,0%,10%,10%,·
CCOC(=O)CCC(NC(=O)c1ccc(NCN2C(=O)CCC2=O)cc1)C(=O)OCC (stereo unspecified),26%,-1%[59 µM],5,2%,-26%,-14%,31%,-24%,0%
COC(=O)c1ccccc1N1C(=O)[C@@H]2C(c3ccc(Br)cc3)=NO[C@@H]2C1=O,0%,?,2,-13%,8%,-3%[11.4 µM],5%,-15%[11.4 µM],1%
CC1(C)CC(=O)c2cc3c(N)c(C(=O)NCc4ccccc4)sc3nc2C1,14%,5%[12.7 µM],2,0%,2%,-14%[11.4 µM],-2%,-14%[11.4 µM],-12%

# Full records as entered above.
# Entry for COc1cccc(NC(=O)CN(C)CC(=O)Nc2ccc(C)c([N+](=O)[O-])c2)c1 → 12-LOX inh = 0%; G9a block = ?; PI4K2A block = 8; ERG-DNA inh = -4%; BAZ2B inh = ?; JMJD2A Tudor inh = ?; HP1b binding inh = ?; RGS4 inh = 9%; GLS inhibitor = 0%
# Entry for C#CCNC(=O)C1=C[C@@H](c2ccccc2)[C@H](CCCO)[C@@H](OCC)O1 → 12-LOX inh = ?; G9a block = 26%[12.7 µM]; PI4K2A block = -1; ERG-DNA inh = 2%; BAZ2B inh = 7%; JMJD2A Tudor inh = 4%; HP1b binding inh = 20%; RGS4 inh = 4%; GLS inhibitor = 2%

# Screening results as filed in PubChem BioAssay.

# This is a subset; count on the stated rates, not on these rows.
